# ERG Ets-DNA blk: ERG Ets/DNA interaction inhibition. P11308. fluorescence polarization, His-ERG Ets domain / labelled DNA. Potency, µM (titrated, usually from 76.9 µM), inactives show at the highest dose FP activity, negative = inhibition, hits mostly inhibitors. 0.028% of 370,000 active; active = well fitted inhibition curve with a large enough effect in the polarisation, with a control signal flat; inconclusive = small, poorly fitted or top-dose-only effect, or effect the other way, or a change in a side signal; inactive = no such curve, though single readings can be large or run the other way; the % refers to the polarisation;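 note: polarization taken with two DNA probes labelled with fluorescein and Texas red; potency is the fitted concentration of half-maximal effect; % of control where 0% means no effect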
#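 His-tagged ERG Ets domain (1 uM in the protein solution; 300mM KCl, 50mM Tris-HCl, 1mM EDTA, 1mM DTT, pH 7.5) received compound, then a probe mix of 5 nM fluorescein-DNA and 100nM Texas-615-DNA. Fluorescence polarization was read for both dyes.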
# GLS inhibitor: glutaminase GLS (human) inhibition; O94925; GLS enzymatic activity, qHTS titration; Potency, µM (series often up to 45.5 µM), inactives show at the highest dose activity change, negative = inhibition, hits mostly inhibitors; 0.21% of 410,000 active; note: potency is the fitted concentration of half-maximal effect; % is set by controls: 0 for no effect and ±100 for the full control effect
#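 Read-out is an Amplex red fluorescence increase coupled through glutamate oxidase and HRP, measured before and after 30 min room-temperature incubation. hKGA is in 45 mM KH2PO4 (pH 8.2) with 0.02% Tween-20; glutamine added as 1mM solution.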
# BAZ2B inh: blocks human BAZ2B. Potency, µM (highest dose often 114 µM), for the others: at the top dose activity change, negative = inhibition, most hits filed as inhibitors. AlphaScreen BAZ2B-H3K14Ac peptide displacement. Q9UIF8. 4.4% of 360,000 active. AID 504333; note: potency is the fitted concentration of half-maximal effect; % is set by controls: 0 for no effect and ±100 for the full control effect; nearly all actives have a fitted effect of over 60% in size
#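 In this displacement format the biotinylated H3(5-23) peptide acetylated at Lys14 serves as ligand at 50 nM, with BAZ2B at 50 nM in PBS pH 7.4 containing 0.01% Tween-20. Donor and acceptor beads are 10 ug/mL final.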
# G9a inh: G9a (human) methyltransferase inhibition; Q96KQ7; G9a H3K9 monomethylation, AlphaScreen, 2 h; Potency, µM (top dose mostly 102 µM), inactives show at the highest dose activity, negative = inhibition, usual class: inhibitors; 8.8% of 350,000 active; note: potency is the fitted concentration of half-maximal effect; % is set by controls: 0 for no effect and ±100 for the full control effect; nearly all actives have a fitted effect of over 75% in size
# Target sequence (Q96KQ7 913-1193 limits assumed): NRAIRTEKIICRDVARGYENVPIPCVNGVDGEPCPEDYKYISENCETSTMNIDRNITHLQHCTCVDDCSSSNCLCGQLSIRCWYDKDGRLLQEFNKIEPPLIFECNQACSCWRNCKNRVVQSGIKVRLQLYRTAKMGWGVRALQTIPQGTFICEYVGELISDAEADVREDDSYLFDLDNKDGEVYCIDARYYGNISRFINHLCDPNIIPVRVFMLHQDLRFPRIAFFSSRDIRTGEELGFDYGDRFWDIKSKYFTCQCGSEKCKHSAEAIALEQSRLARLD
#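 G9a (20 nM) was preincubated 15 min with compound, then reacted 2 h at room temperature with 500 nM biotin-H3K9 peptide and 20 µM SAM. Monomethyl-H3K9 detected by AlphaScreen using anti-H3K9me1 antibody.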
# JMJD2A Tudor: JMJD2A Tudor domain (human) inhibition. AlphaScreen JMJD2A-Tudor / H3K4me3 peptide binding. Potency, µM (highest dose often 114 µM), without a hit: at the highest dose activity change, negative = inhibition, hits mostly inhibitors. 4.4% of 390,000 active; note: potency is the fitted concentration of half-maximal effect; % is set by controls: 0 for no effect and ±100 for the full control effect; nearly all actives have a fitted effect of over 50% in size
# RGS4 inhibitor: inhibitors of human regulator of G protein signaling 4 | P49798 | Transcreener GDP fluorescence polarization, RGS4-accelerated GTP hydrolysis | Potency, µM (highest dose often 114 µM), for inactives: top-dose activity change, negative = inhibition, hits mostly inhibitors | 0.039% of 390,000 active; note: potency is the fitted concentration of half-maximal effect; % is set by controls: 0 for no effect and ±100 for the full control effect; nearly all actives have a fitted effect of over 75% in size; some results filed as inactive show a strong effect at the top dose
#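 MLSMR compounds (23 nl, pin-transferred) preincubated 10 min at room temperature with a 500nM (2x) first reagent, then RGS4 at 900nM (2x) plus Transcreener GDP mix added; fluorescence polarization (620/688 nm) read before and after 90 min at 30 °C.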
# PI4K2A inh: PI4K2A (human) kinase inhibition. Q9BTU6. purified PI4K2A, ADP-Glo luminescence, 1 h; active compounds read low. activity change, negative = inhibition, % at 76.9 µM. 0.13% of 420,000 active; in the data active = activity change below about -50%; inconclusive = mostly about -30% to -49%;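 note: -100% = wells without enzyme as full effect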
# Target sequence (Q9BTU6 whole entry, looked up): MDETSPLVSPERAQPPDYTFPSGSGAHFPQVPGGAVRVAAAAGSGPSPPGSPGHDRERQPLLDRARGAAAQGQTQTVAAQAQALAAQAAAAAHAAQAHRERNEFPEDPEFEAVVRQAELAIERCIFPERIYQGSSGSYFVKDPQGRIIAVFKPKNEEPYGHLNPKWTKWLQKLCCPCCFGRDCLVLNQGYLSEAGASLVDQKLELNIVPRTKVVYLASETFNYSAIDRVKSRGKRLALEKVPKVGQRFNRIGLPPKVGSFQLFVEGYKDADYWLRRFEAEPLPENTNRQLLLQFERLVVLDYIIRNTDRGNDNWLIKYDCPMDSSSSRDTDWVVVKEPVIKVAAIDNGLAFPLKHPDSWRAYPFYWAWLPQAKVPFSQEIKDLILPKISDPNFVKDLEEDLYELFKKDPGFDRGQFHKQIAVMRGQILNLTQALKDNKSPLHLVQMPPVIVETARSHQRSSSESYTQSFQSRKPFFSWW
#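 PI4K2A activity was measured by ADP-Glo luminescence: enzyme (4 ug/mL stock) and phosphatidylinositol (1.2 mM stock) in Tris pH 7.5/MgCl2/EGTA/Triton X-100 buffer were reacted with ATP (300 microM stock) for one hour at ambient temperature.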
# 12-LOX inh: blocks human arachidonate 12S-lipoxygenase | 1.1% of 580,000 active | Potency, µM (highest dose often 108 µM), for the others: at the highest dose activity change, negative = inhibition, most hits filed as inhibitors | purified 12hLO, xylenol orange hydroperoxide absorbance; note: potency is the fitted concentration of half-maximal effect; % is set by controls: 0 for no effect and ±100 for the full control effect
#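 Purified human 12hLO at 150 nM in 25 mM Hepes, 0.01% Triton X-100, pH 7.0, preincubated 15 min at room temperature with compound. Reaction started with 40 uM arachidonic acid, 30 min at room temperature. Hydroperoxide measured by Fe-xylenol orange, 573/405 nm absorbance ratio.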
# HP1b chromo inh: blocks HP1-beta chromodomain binding to methylated histone tails; P83916; AlphaScreen HP1-beta / biotin-H3K9me3 peptide binding; Potency, µM (titrated, usually from 114 µM), without a hit: at the highest dose activity change, negative = inhibition, most hits filed as inhibitors; 0.56% of 390,000 active; AID 540317; note: potency is the fitted concentration of half-maximal effect; nearly all actives have a fitted effect of over 70% in size; inactives centre near 23
# Target sequence (P83916 whole entry, looked up): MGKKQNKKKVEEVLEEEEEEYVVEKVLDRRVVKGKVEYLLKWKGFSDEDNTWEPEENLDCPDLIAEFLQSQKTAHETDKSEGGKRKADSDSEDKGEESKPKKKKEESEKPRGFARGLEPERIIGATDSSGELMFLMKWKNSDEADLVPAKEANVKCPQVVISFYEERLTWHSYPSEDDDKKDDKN
#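 AlphaScreen: HP1-beta (50 nM) preformed 30 min with biotin-H3(1-18)K9me3 peptide (50 nM) in PBS pH 7.4, 0.01% Tween-20. Compound added for 30 min at RT, then streptavidin donor/nickel chelate acceptor beads (10 ug/mL) for 30 min.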
# The depositor's hits bear a star; ? = inconclusive; . = not tested or not shown; & = joins results of further samples; [ ] = another dose, or the depositor's remark. Unless noted, calls come from the whole dose curve; as a rule, active = well fitted curve in the direction sought with a large enough effect; inconclusive = small, poorly fitted or top-dose-only effect, or another doubt; inactive = no such curve, though single readings can be large; an effect the other way counts as inactive or inconclusive.
# Fields – ERG Ets-DNA blk	GLS inhibitor	BAZ2B inh	G9a inh	JMJD2A Tudor	RGS4 inhibitor	PI4K2A inh	12-LOX inh	HP1b chromo inh
> CC(C)(C)OC(=O)CNC(=O)c1[nH]cnc1C(=O)N[C@@H](Cc1ccccc1)C(=O)OCc1ccccc1
  6%	-9%	14%	.	-28%	1%	-4	5%	40%
> COc1ccccc1CNC(=O)C(NC(=O)c1ccccc1C)C(C)C (stereo not drawn)
  0%	8%	-4%	25%	-17%[11.4 µM]	-10%	-1	0%	16%
> COC(CNC(=O)c1cccc2c1C(=O)N(Cc1cccnc1)C2)OC
  1%	-15%	-6%	-91%	-8%	-53%	6	6%	14%
> CCOC(=O)c1ccc(NC(=S)N2CCCC(C(=O)N3CCCC3)C2)cc1 (stereo not drawn)
  0%	10%	-6%	7%	-5%	-20%	-4	0%	31%
> CC1CCN(Cc2c(O)ccc3c(=O)c(Oc4ccccc4Cl)c(C(F)(F)F)oc23)CC1
  -14%	6%	2%	6%[59 µM]	-4%	30%	3	-18%	20%
> CC(=O)Nc1ccc(S(=O)(=O)N(C)CC(=O)NC2CCCC(C)C2C)cc1 (stereo not drawn)
  -10%	-9%	0%	-5%[2.33 µM]	-16%	-7%	-3	1%	15%
> Cc1cc(Nc2cccc(C(F)(F)F)c2)nc2ccc(NC(=O)c3cncc(Br)c3)cc12
  7%	4%	10%	18%[59 µM]	-3%	-19%	-2	-13%	38%
> O=C(COC(=O)c1ccccc1)Nc1cc(Cl)ccc1Oc1ccccc1
  4%	0%	45%[activator]	111%[activator][59 µM]	54%[activator]	-3%	4	-6%	106%[activator]
> CCN(CC)c1ccc(NC(=O)Cn2c3ncccc3c(=O)n2-c2ccccc2)c(C)c1
  -3%	6%	-2%	?	-19%	-25%	2	3%	12%
> COC(=O)c1onc(-c2c(C)cc(C)cc2C)c1C(=O)OC
  5%	4%	9%[57.1 µM]	49%	15%	5%	1	-2%	59%[activator]
> CC(C)n1nnnc1SCC(=O)N1CCOCC1
  -1%	-12%	-1%	1%	9%	1%	7	8%	33%
> CCN(C[C@H]1N[C@@](Cc2ccccc2)(C(=O)OC)[C@H]2C(=O)N(Cc3ccccc3)C(=O)[C@@H]12)C(=O)c1ccc(C)cc1
  9%	3%	.	.	-13%	14%	0	?	25%
> C[C@@H](O)C1NC(=O)[C@H](CCCCN)NC(=O)c2cc([N+](=O)[O-])cc(I)c2NCCC[C@@H](C(N)=O)NC1=O (stereo partly drawn)
  7%	-1%	-32%	50µM*	-25%	-50%	-2	?	27%
> Cc1ccc(C(=O)Nc2ccc3ccccc3n2)cc1
  0%	-5%	5%	61%[activator]	-1%	-12%[56.9 µM]	-4	7%	87%[activator]
> CC(=O)N1CCc2cc(Br)cc(S(=O)(=O)NCCCN3CCCC(C)C3)c21 (stereo not drawn)
  -1%	-13%	-1%	9%[12.7 µM]	-7%	-11%	-4	0%	17%
> C#CCO[C@@H]1C[C@H](n2ccc(NC(=O)c3ccccc3)nc2=O)O[C@@H]1CO
  0%	-3%	-3%	35%[59 µM]	-17%	10%	4	11%	18%
> C=CCn1ncc(OC)c(Cl)c1=O
  -9%	-17%	-6%	69%[activator][59 µM]	-15%	-11%	3	16%	35%[activator]
> COc1ccccc1Cc1noc(COc2cccc(C)c2C)n1
  -3%	0%	304%[activator]	16%[12.7 µM]	32%[activator]	11%	0	0%	167%[activator]
> COc1cc(C2Nc3cccc4cccc(c34)N2)cc(OC)c1O
  .	7%	?	7.9µM*	?	14%	-27	410%[activator]	?
> CCOc1ccc(NCc2nnc(SCc3ccccc3Cl)n2-c2ccccc2)cc1
  5%	4%	20µM*	?	35µM*	-34%	5	0%	-50%
> CCCCOC(=O)c1ccc(NC(=O)c2c(Cl)ccc(Cl)c2OC)cc1
  3%	8%	-3%	15%[59 µM]	12%	-5%	1	?	54%[activator]
> O=C(CN1CCOCC1)N1CCN(c2nnc(-c3ccccc3)c3ccccc23)CC1
  4%	0%	9%	-31%[12.7 µM]	-5%	-15%	4	0%	56%
> Cc1ccc(S(=O)(=O)N2CCOCC2)cc1C(=O)OCC(=O)NCCc1ccccc1
  -6%	0%	.	.	-4%	-6%	-3	6%	49%[activator]
> CC1CCN(C(C(=O)Nc2ccc(C(C)C)cc2)c2ccc3c(c2)OCO3)CC1 (stereo not drawn)
  -5%	0%	28%	12%	-8%	-13%	1	8%[57.4 µM]	41%[activator]
> C/C(=N\NC(=O)c1cc(C2CC2)nc2ccccc12)c1ccc(O)cc1O
  2%	?	3.5µM*	-4%	-23%	-11%	0	-4%	17%
> CCOc1ccc2nc(NC(=O)c3cc([N+](=O)[O-])ccc3N3CCOCC3)sc2c1
  -2%	-1%	-34%	?	?	-10%	-2	-1%	-1%
> CCOc1cc(S(=O)(=O)Nc2ccccn2)ccc1F
  -1%	9%	-6%	-31%[12.7 µM]	-7%	-9%	-4	0%	17%
> Cc1cnc(C(=O)OCC(=O)NC2CCCCC2)cn1
  4%	8%	0%	?	-3%	-17%	-4	68%[activator]	61%[activator]
> CC(C)CCN1CCC(C)(NC(=O)c2ccccc2)C1=O (stereo not drawn)
  18%	8%	21%	0%[0.501 µM]	-8%	16%	-4	-12%	20%
> CCCCNc1nc2c(c(=O)n(Cc3ccccc3)c(=O)n2C)n1C
  10%&1%	?	-23%&0%	-21%	-28%&-20%	8%&-7%	0&0	0%&-20%	25%&7%

# Fetched by compound from above, four records:
# Fields – ERG Ets-DNA blk	GLS inhibitor	BAZ2B inh	G9a inh	JMJD2A Tudor	RGS4 inhibitor	PI4K2A inh	12-LOX inh	HP1b chromo inh
> CC(C)CCN1CCC(C)(NC(=O)c2ccccc2)C1=O (stereo not drawn)
  18%	8%	21%	0%[0.501 µM]	-8%	16%	-4	-12%	20%
> C=CCn1ncc(OC)c(Cl)c1=O
  -9%	-17%	-6%	69%[activator][59 µM]	-15%	-11%	3	16%	35%[activator]
> CC(C)n1nnnc1SCC(=O)N1CCOCC1
  -1%	-12%	-1%	1%	9%	1%	7	8%	33%
> CCOc1ccc(NCc2nnc(SCc3ccccc3Cl)n2-c2ccccc2)cc1
  5%	4%	20µM*	?	35µM*	-34%	5	0%	-50%

# Additional results follow.
# Fields – ERG Ets-DNA blk	GLS inhibitor	BAZ2B inh	G9a inh	JMJD2A Tudor	RGS4 inhibitor	PI4K2A inh	12-LOX inh	HP1b chromo inh
> COc1ccc(-c2[nH]c3ccccc3c2SCCN)cc1
  3%	-1%	?	-32%	-31%	38%	1	3%	15%
> O=C(NCc1c(Cl)cccc1Cl)c1ccc2nnsc2c1
  13%	-11%	6%	.	-15%	-10%	1	?	26%
> Cc1ccc(-n2c(C)cc(/C=c3/sc4nc5ccccc5n4c3=O)c2C)cc1
  -4%	12%	1%	?	?	-4%	-7	.	44%[activator]
> Cc1cc(C)c(NC(=O)CN2C(=O)CCSc3ccc(S(=O)(=O)N4CCCC4)cc32)c(C)c1
  0%	-10%	-7%	-2%[59 µM]	-17%	6%	0	?	2%[57 µM]
> Cc1onc(-c2ccccc2)c1C(=O)NC1CCC(C)CC1 (stereo not drawn)
  -6%	2%	-5%	-8%[59 µM]	-13%	2%	-8	75%	29%
> COCCCn1c(=O)c2sccc2n2c(CCCC(=O)Nc3cccc(C(F)(F)F)c3)nnc12
  0%	9%	-3%	-3%[59 µM]	8%	-4%	-1	-16%	35%
> CN(c1ccc(O)cc1)c1nc(O)c(C2=c3ccccc3=NC2=O)s1
  -13%	1%	.	.	?	3%	-5	?	-19%
> Cc1ccc(-c2ccc(=O)n(CC(=O)Nc3ccc4c(c3)OCCO4)n2)cc1
  -4%	5%	-12%	2%	-13%	-2%	7	-1%	37%
> O=C(CSc1nnnn1Cc1ccccc1)c1ccccc1
  1%	11%	30%	10%[59 µM]	14%	-19%	2	?	68%
> Cc1c(C=O)c2ccccn2c1C(=O)c1ccc(Cl)c([N+](=O)[O-])c1
  -5%	-3%	.	-12%	-9%[57.1 µM]	-21%	1	-22%	25%
> COc1ccc(CCNC(=O)CCCn2c(=O)c3ccccc3n(CC(=O)Nc3c(C)cc(C)cc3C)c2=O)cc1OC
  -1%	3%	-24%	8%[59 µM]	-4%	-8%	2	0%	27%

# Single records, as listed above. Screens in order: ERG Ets-DNA blk | GLS inhibitor | BAZ2B inh | G9a inh | JMJD2A Tudor | RGS4 inhibitor | PI4K2A inh | 12-LOX inh | HP1b chromo inh
# Entry for `Cc1cc(C)c(NC(=O)CN2C(=O)CCSc3ccc(S(=O)(=O)N4CCCC4)cc32)c(C)c1` : 0% | -10% | -7% | -2%[59 µM] | -17% | 6% | 0 | ? | 2%[57 µM]
# Entry for `COc1ccc(-c2[nH]c3ccccc3c2SCCN)cc1` : 3% | -1% | ? | -32% | -31% | 38% | 1 | 3% | 15%

# Screens from PubChem.

# These rows are one share of the data. The share of hits here may be higher or lower than overall.
